TR-FRET SRC-2 ct – flags TR-FRET format artefacts in PPARgamma SRC-2 recruitment agonist screen | TR-FRET artefact counter-screen; hits give high values | TR-FRET ratio at 8 µM | actives 0.4% (n = 200,000) | AID 1049; in the data active = TR-FRET ratio above about 2000; also: inactives centre near 1500; reference of the scale not given here
PPARg SRC-2 ag – PPARgamma-driven SRC-2 recruitment agonism; P37231; PPARgamma LBD-SRC-2 recruitment, biochemical; activation, % at 8 µM; actives 0.34% (n = 200,000); AID 1032; in the data active = activation above about 22%;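 also: 0% = vehicle and 100% = reference agonist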
Target sequence (P37231 whole entry, looked up, the tested form may be a part): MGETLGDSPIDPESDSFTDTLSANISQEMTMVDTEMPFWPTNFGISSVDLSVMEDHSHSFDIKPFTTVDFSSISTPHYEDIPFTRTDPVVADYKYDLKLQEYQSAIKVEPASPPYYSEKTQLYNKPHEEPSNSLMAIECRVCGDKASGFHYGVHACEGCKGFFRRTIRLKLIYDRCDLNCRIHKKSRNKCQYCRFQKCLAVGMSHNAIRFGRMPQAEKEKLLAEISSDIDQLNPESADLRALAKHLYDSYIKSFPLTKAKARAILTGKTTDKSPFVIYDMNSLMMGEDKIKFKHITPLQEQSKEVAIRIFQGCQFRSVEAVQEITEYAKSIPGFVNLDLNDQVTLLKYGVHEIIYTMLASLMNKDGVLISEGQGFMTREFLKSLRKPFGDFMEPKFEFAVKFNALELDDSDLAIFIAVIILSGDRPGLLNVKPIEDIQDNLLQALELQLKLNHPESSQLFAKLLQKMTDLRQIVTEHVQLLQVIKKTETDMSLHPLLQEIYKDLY
PPARg SRC3 recr – PPARgamma-driven SRC-3 recruitment agonism; actives 0.26% (n = 200,000); biochemical PPARgamma/SRC-3 coactivator recruitment assay; activation, % at 8 µM; P37231; in the data active = activation above about 23%;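 also: 0% = DMSO and 100% = reference agonist; some compounds past the cut are filed as inactive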
PPARg SRC1 recr – promotes SRC-1 coactivator recruitment by human PPARgamma; actives 0.41% (n = 200,000); AID 631; PPARgamma-SRC-1 coactivator recruitment biochemical assay; activation, % at 8 µM; in the data active = activation above about 19%;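 also: 0% = DMSO and 100% = reference agonist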
RAM network inh – yeast RAM network inhibition | inhibition, % at 50 µM | S. cerevisiae dse1pr::URA3 reporter, 5-FOA growth OD615, 2 d; analog-sensitive cbk1-as2 kinase mutant strain | actives 1.8% (n = 190,000);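 active = inhibition above a set limit, 3 SD over mean compound inhibition, cut at about 8.4% in these data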;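 also: 0% = DMSO-only wells with no growth and 100% = 10 µM 1-NA-PP1 full growth; inhibition rescues growth on 5-FOA so higher OD means more RAM inhibition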
Efa HMGR inh – blocks class II HMG-CoA reductase of Enterococcus faecalis; AID 1066; actives 0.41% (n = 190,000); purified E. faecalis HMGR, NADPH absorbance 340 nm kinetic; inhibition, % at 10 µM;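 active = inhibition above a set limit, the median over all tested compounds plus 3 SD, cut at about 9.5% in these data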;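 also: enzyme runs in reverse so mevalonate oxidation gives rising NADPH absorbance; 0% = complete reaction with DMSO and 100% = background rate lacking mevalonate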
L major viab – Leishmania major promastigote growth inhibition | Leishmania major promastigotes, resazurin fluorescence viability | inhibition, % at 10 µM | actives 9% (n = 200,000); in the data active = inhibition above about 50%;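 also: promastigotes grown with compound for 44 hours at 28 °C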
S1P3 antagonist – antagonists of human S1P3 receptor | AID 485 | CHO S1P3 NFAT-BLA reporter, FRET fluorescence, antagonist mode | inhibition, % at 4.98 µM | actives 0.27% (n = 170,000);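 active = inhibition above the plate cutoff, the mean inhibition of test wells on that plate plus 3 SD, cut at about 28% in these data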;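 also: cells challenged with S1P at its EC80 of 0.8 µM; blue over green emission ratio from cleaved BLA substrate after 4 h stimulation; 0% = S1P-stimulated wells and 100% = unstimulated DMSO-only wells; some compounds past the cut are filed as inactive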
bIAP inh – intestinal alkaline phosphatase (bovine) inhibition; 190,000 tested, under 10 active; purified bovine IAP, CDP-star luminescence, 30 min; AID 1019; inhibition, % at 20 µM;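 active = over 50% inhibition of intestinal alkaline phosphatase at 20 µM in the single-dose screen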
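System: Purified bovine intestinal alkaline phosphatase (IAP) enzyme | Input: IAP diluted 1/65,000,000 in the well | Also added: CDP-star chemiluminescent phosphatase substrate, 30 µM final | Dosing: 20 µM single dose | Times: Enzyme reaction for 30 min at room temperature | Detection: Luminescence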
Redox H2O2 prof – compounds producing H2O2 with reducing agent – biochemical, NIH compound library profiling, artefact control for MLSCN library redox annotation, primary screen. DTT-dependent redox cycling H2O2, phenol red/HRP absorbance; 100% = 100 µM peroxide control, 0% = buffer. activation, % at 10 µM. actives 0.03% (n = 200,000);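 active = activation of at least 50% relative to the plate's high and low controls in the primary single-dose screen; inactive = activation below 50%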;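 also: compound incubated with DTT at 0.8 mM final as the reducing agent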
ROMK primary – modulates human ROMK potassium channel activity; P48048; Tet-inducible ROMK, thallium flux fluorescence; actives lie on both sides; B-score at 10 µM; actives 2% (n = 130,000); AID 1918;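 active = signal ratio slope over the read window, or its plate-corrected B-score, at least 3 SD from the plate mean, either direction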;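 also: B-score of the F/F0 ratio slope over 7 to 12 s after thallium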
Target sequence (P48048 whole entry, looked up): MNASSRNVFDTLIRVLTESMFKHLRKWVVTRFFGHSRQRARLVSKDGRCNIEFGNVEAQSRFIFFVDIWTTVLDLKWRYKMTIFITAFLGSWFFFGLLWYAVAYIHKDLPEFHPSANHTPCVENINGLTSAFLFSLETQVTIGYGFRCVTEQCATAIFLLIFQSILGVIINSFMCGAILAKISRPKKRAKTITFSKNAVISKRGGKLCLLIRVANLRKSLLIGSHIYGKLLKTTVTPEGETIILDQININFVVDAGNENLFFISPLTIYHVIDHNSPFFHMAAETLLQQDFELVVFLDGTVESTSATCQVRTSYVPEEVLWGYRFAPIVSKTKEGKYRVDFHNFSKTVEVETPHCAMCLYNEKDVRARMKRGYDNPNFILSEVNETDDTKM
Active calls of the source: *; / = no result given.

cpd	Molecule	TR-FRET SRC-2 ct	PPARg SRC-2 ag	PPARg SRC3 recr	PPARg SRC1 recr	RAM network inh	Efa HMGR inh	L major viab	S1P3 antagonist	bIAP inh	Redox H2O2 prof	ROMK primary
1	CC(O)c1nc2ccccc2n1C/C=C/c1ccccc1 (centres undefined)	1675	7	5	7	-0.4	3	3	-28	-1	0.3	/
2	O=C1C=C(c2ccccc2)CC(/C=C/c2ccccc2)C1 (centres undefined)	1489	7	2	-2	4.4	-2	-5	-8	3	-0.1	0.076
3	COc1ccc(-c2nc(C(N)=O)c3[nH]c(=O)n(-c4cccc(C)c4)c3n2)c(OC)c1	1579	4	3	7	6.9	-3	32	10	-36	-0.6	/
4	Cc1ccc(-c2nc3cccnc3s2)cc1NS(C)(=O)=O	1586	13	7	10	4.2	-4	-7	-6	10	0.3	/
5	CC(=O)NC(CCS(C)(=O)=O)C(=O)Nc1cccc(Cl)c1Cl (centres undefined)	1458	-3	0	-1	2.6	-6	-5	-18	6	-2.4	/
6	C(=C\c1ccccc1)/CSc1ccccn1	1614	0	3	4	-0.6	-5	-7	2	9	-0.3	1.5
7	O=c1oc(-c2cccs2)nc2sc3c(c12)CCCCC3	1559	5	10	9	/	/	-1	1	7	-1.1	-0.53
8	CN(CC(=O)NCc1ccncc1)S(=O)(=O)c1ccc(F)cc1	1566	8	11	6	-0.6	-3	-1	/	9	0.0	0.016
9	COCCNC(=O)C(c1ccncc1)N(C(=O)Cn1nnc2ccccc21)c1ccc(OC)cc1 (centres undefined)	1444	-3	2	6	1.0	-6	-5	-8	4	0.7	0.32
10	CCOc1ccc2c(c1)C(c1ccc(C)cc1)=NNC(c1ccc(OC)cc1)=N2	1490	0	-8	-1	1.4	-1	36	/	3	0.8	-0.24
11	CCN(CC(=O)Nc1ccccc1Br)Cc1nc2ccccc2c(=O)[nH]1	1483	2	12	2	1.6	-8	3	/	-27	0.2	/
12	CCOC(=O)N1CCN(S(=O)(=O)c2ccc(OC)c(Cl)c2Cl)CC1	1469	1	-18	-4	3.5	3	1	8	-1	0.1	-1.6
13	O=C(Nc1cccc2ccccc12)N1CCN(c2ccccc2)CC1	1448	3	5	1	2.1	-4	-2	-1	8	0.6	/
14	O=C(Cn1cc(C(F)(F)F)ccc1=O)N1CCN(S(=O)(=O)c2ccccc2)CC1	1521	1	6	2	0.5	3	-2	-27	8	-1.5	-0.13
15	O=C(Nc1ccc(Br)cc1)C1CC=CCC1C(=O)OCC1CCCO1 (centres undefined)	1460	1	-1	-4	3.1	-1	-5	/	7	0.1	-0.62
16	COc1ccc(C(=O)NC2CCCCC2)cc1S(=O)(=O)N1CCCC1	1539	4	2	-2	1.0	0	1	-34	3	1.5	-1.2
17	C=CCNc1nc(-c2ccccc2)nc(-n2ccnc2)n1	1484	2	-9	2	-0.3	-6	9	-8	13	2.2	0.55
18	CCOC(=O)c1ccc(NC(=S)NC2CCCC2)cc1	1588	6	3	2	0.4	1	5	21	1	0.1	/
19	CCCOC(=O)C1C2C=CC(C2)C1C(=O)OCC(=O)c1ccccc1 (centres undefined)	1371	3	-1	2	0.4	-1	5	/	8	0.1	-0.023
20	O=C(CN1C(=O)NC2(CCCCC2)C1=O)N1CCc2ccccc2C1	1764	9	2	3	1.1	0	-2	-14	-26	-1.3	0.64
21	COc1ccccc1NC(=O)COc1ccccc1	1341	1	5	-3	2.0	-1	-5	/	15	0.0	0.52
22	CC(C)C(=O)Nc1cccc(NC(=S)NC(=O)c2ccccc2Cl)c1	1531	-5	2	-1	3.6	-7	2	/	10	3.0	-0.05
23	CCOc1ccc(N2CC(C(=O)Nc3ccccn3)CC2=O)cc1 (centres undefined)	1212	-14	1	3	-1.7	0	-4	-14	11	-1.0	0.61
24	Cn1c(C(=O)OC(C(=O)NC2CCCCC2)c2cccnc2)cc2sccc21 (centres undefined)	1581	8	1	8	3.4	-6	97*	/	4	0.9	-0.63
25	CCCOC(=O)COC(=O)c1ccccc1NC(=O)c1ccccc1	1493	4	-6	-1	1.4	-4	-2	8	-6	0.1	/
26	O=C1c2ccccc2C(=O)N1CCCCSc1nnc2ccccn12	1539	5	3	-1	0.1	-3	2	-27	4	-0.6	/
27	CC(C)c1ccc(-n2nc3ccc(N)cc3n2)cc1	1423	-4	-6	5	2.7	-3	12	-20	-9	-1.0	0.61
28	Cc1cc(N2C(=O)C(=O)/C(=C(/O)c3ccc(F)cc3)C2c2cccc(Br)c2)no1 (centres undefined)	1615	10	8	10	2.0	0	-2	/	1	-2.3	0.024
29	COc1nccnc1NS(=O)(=O)c1ccc(N=Cc2c(C)[nH]n(-c3ccc(C)c(C)c3)c2=O)cc1	1473	1	-4	2	1.2	-4	-4	/	-6	0.3	2.3*
30	Cc1ccc(C(=O)N/N=C/C=C/c2ccccc2)cc1	1574	13	5	-2	1.4	-4	-2	9	13	1.0	/

Filtered by structure, the compounds so far with an aryl methoxy group (seven)
cpd	Molecule	TR-FRET SRC-2 ct	PPARg SRC-2 ag	PPARg SRC3 recr	PPARg SRC1 recr	RAM network inh	Efa HMGR inh	L major viab	S1P3 antagonist	bIAP inh	Redox H2O2 prof	ROMK primary
3	COc1ccc(-c2nc(C(N)=O)c3[nH]c(=O)n(-c4cccc(C)c4)c3n2)c(OC)c1	1579	4	3	7	6.9	-3	32	10	-36	-0.6	/
9	COCCNC(=O)C(c1ccncc1)N(C(=O)Cn1nnc2ccccc21)c1ccc(OC)cc1 (centres undefined)	1444	-3	2	6	1.0	-6	-5	-8	4	0.7	0.32
10	CCOc1ccc2c(c1)C(c1ccc(C)cc1)=NNC(c1ccc(OC)cc1)=N2	1490	0	-8	-1	1.4	-1	36	/	3	0.8	-0.24
12	CCOC(=O)N1CCN(S(=O)(=O)c2ccc(OC)c(Cl)c2Cl)CC1	1469	1	-18	-4	3.5	3	1	8	-1	0.1	-1.6
16	COc1ccc(C(=O)NC2CCCCC2)cc1S(=O)(=O)N1CCCC1	1539	4	2	-2	1.0	0	1	-34	3	1.5	-1.2
21	COc1ccccc1NC(=O)COc1ccccc1	1341	1	5	-3	2.0	-1	-5	/	15	0.0	0.52
29	COc1nccnc1NS(=O)(=O)c1ccc(N=Cc2c(C)[nH]n(-c3ccc(C)c(C)c3)c2=O)cc1	1473	1	-4	2	1.2	-4	-4	/	-6	0.3	2.3*

Remaining list, next part
cpd	Molecule	TR-FRET SRC-2 ct	PPARg SRC-2 ag	PPARg SRC3 recr	PPARg SRC1 recr	RAM network inh	Efa HMGR inh	L major viab	S1P3 antagonist	bIAP inh	Redox H2O2 prof	ROMK primary
31	O=C(CCc1nnc(Cc2ccc3c(c2)OCO3)o1)NC(c1ccccn1)C(F)(F)F (centres undefined)	1590	-6	0	-1	0.7	0	-3	-8	3	-0.2	-0.09
32	O=C(Cn1cc2c(n1)CCCC2)N1CCOCC1	1396	-7	-5	-4	0.9	1	-5	-1	-5	0.3	/
33	COc1ccc(NC(=O)/C=C2\SC(=O)NC2=O)cc1	1504	-8	1	12	4.3	-2	3	-20	3	0.5	1.3
34	CC(C)CNC(=S)Nc1ccccc1F	1415	-1	1	6	0.5	-3	3	2	-40	0.0	/
35	Cc1ccc(-c2noc(C3CCCN(C(=O)c4c(F)cccc4F)C3)n2)cc1 (centres undefined)	1589	2	6	5	0.0	-2	-2	42	-6	1.3	0.55
36	CON(C)c1nc(OCCNC(=O)COc2ccc(Cl)cc2C)nc(N(C)C)n1	1282	-3	4	-3	2.0	-6	-2	-7	-5	0.2	/
37	COc1ccc(NS(=O)(=O)c2cc(NC(=O)C3CC3)ccc2N2CCCCC2)cc1	1397	4	6	9	1.9	2	56*	-1	-8	0.2	-1
38	OCCN1CN=C(Nc2nc3ccccc3s2)NC1	1682	3	-4	1	-0.3	-10	0	-7	-13	-1.2	/
39	Cc1ccc(/C=C/C(=O)N2CCN(S(=O)(=O)c3ccc(C)c(C)c3)CC2)o1	1830	-10	2	-1	2.8	-3	17	2	4	-0.7	-1.1
40	C/C(=N\N=C\c1cccc(F)c1)c1nnn(-c2nonc2N)c1C	1639	8	0	7	2.0	-1	0	-3	9	-0.4	1.1
41	CC1CCCN(S(=O)(=O)c2cccc(-c3cn4cccnc4n3)c2)C1 (centres undefined)	1626	-7	-5	10	-0.3	2	7	-18	-3	-0.6	/
42	O=C(Nc1ccc(C(F)(F)F)cc1)c1ccccc1Br	1185	-8	-6	-6	1.0	-2	12	-3	16	-0.3	-0.022
43	c1ccc(-c2nc(-c3cccs3)[nH]c2-c2ccccc2)cc1	1842	18	24	25*	-0.1	-4	53*	/	5	1.7	/
44	Cc1ccc(C)c(N(CC(=O)NCc2ccc3c(c2)OCO3)C(=O)CCC(=O)Nc2ccccn2)c1	1503	9	13	4	1.6	0	56*	-33	-10	2.4	/
